KAT2A inh: qHTS Assay for Inhibitors of GCN5L2; Histone acetyltransferase KAT2A (Homo sapiens), Q92830; GCN5L2 HAT assay, ThioGlo1 CoA-SH fluorescence; Potency, µM (titrated, usually from 58.9 µM), for inactives: at the top dose activity change, negative = inhibition, most hits filed as inhibitors; actives 0.21% (n = 390,000); AID 504327, 2011
Target sequence (Q92830 whole entry, looked up): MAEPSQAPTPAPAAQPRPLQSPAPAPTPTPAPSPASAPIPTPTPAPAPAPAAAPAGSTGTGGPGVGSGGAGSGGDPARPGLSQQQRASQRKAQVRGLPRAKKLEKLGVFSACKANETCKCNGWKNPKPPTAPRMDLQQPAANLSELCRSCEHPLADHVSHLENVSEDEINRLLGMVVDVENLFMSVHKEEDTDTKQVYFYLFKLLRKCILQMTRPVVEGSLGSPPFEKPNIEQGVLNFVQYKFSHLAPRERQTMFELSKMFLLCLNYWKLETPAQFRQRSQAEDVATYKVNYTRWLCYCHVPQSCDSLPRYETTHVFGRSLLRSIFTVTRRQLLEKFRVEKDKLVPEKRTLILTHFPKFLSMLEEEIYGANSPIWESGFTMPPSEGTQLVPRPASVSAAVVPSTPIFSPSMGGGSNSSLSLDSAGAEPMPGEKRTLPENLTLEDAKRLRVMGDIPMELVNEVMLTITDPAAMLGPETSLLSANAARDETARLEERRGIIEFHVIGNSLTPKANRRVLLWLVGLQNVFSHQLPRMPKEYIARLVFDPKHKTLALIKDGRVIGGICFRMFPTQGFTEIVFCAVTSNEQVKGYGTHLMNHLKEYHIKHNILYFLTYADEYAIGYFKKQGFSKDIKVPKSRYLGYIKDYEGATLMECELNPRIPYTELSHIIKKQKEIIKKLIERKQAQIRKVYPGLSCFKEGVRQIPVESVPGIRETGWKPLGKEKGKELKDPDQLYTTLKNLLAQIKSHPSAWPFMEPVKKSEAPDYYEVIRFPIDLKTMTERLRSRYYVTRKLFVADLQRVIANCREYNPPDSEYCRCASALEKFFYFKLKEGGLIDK
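Compounds, pin-transferred from DMSO stocks, meet 20nM GCN5L2 for 15 min before the reaction begins with H3(1-25) peptide (75uM) and acetyl-CoA (70uM). Thiol-reactive ThioGlo1 reports CoA release over 20 min at room temperature.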
TDP1 cell noCPT: qHTS for Inhibitors of human tyrosyl-DNA phosphodiesterase 1 (TDP1): qHTS in cells in absence of CPT; DT40 Tdp1-/- hTDP1 cells, no CPT, ATP luminescence, 48 h; Potency, µM (doses to about 46.2 µM), without a hit: at the top dose activity change, negative = growth inhibition, hits mostly inhibitors; actives 15% (n = 420,000); further: nearly all actives have a fitted effect of over 55% in size
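Compound effects on proliferation are scored in DT40 Tdp1-/-;hTDP1 cells in the absence of CPT. ATP levels (CellTiter-Glo luminescence) are recorded after a ≥48 hr, 37 °C incubation.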
TDP1 cell CPT: qHTS for Inhibitors of human tyrosyl-DNA phosphodiesterase 1 (TDP1): qHTS in cells in presence of CPT; chicken DT40 Tdp1-/-;hTDP1 cells + 20 nM CPT, ATP luminescence, 48 h; Potency, µM (titrated, usually from 46.2 µM), inactives show top-dose activity change, negative = growth inhibition, usual class: inhibitors; actives 12% (n = 420,000); AID 686979, 2013; further: nearly all actives have a fitted effect of over 55% in size
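Chicken DT40 Tdp1-/- cells stably complemented with human TDP1 were seeded at 400 cells/well in medium containing 20 nM camptothecin, exposed to pin-transferred compounds, and grown at 37 °C for at least 48 hr. Viability was read as ATP luminescence.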
* = called active by the depositor; ? = inconclusive; · = no result given; [ ] = remark or other dose. The call rests on the fitted dose curve; in most records, active means well fitted curve in the direction sought with a large enough effect; inconclusive means small, poorly fitted or top-dose-only effect, or another doubt; inactive means no such curve, though single readings can be large; an effect the other way counts as inactive or inconclusive. On the % scale 0 is the no-effect control and ±100 the full control effect; potency means the concentration at half of the fitted maximal effect.

Sample of the layout, 6 compounds:
SMILES | KAT2A inh | TDP1 cell noCPT | TDP1 cell CPT
CC(=O)c1cccc([N+](=O)[O-])c1 | -2% | 6% | 3%
CCC(NC(=O)c1ccccc1NC(=O)c1ccco1)C(=O)O (centres undefined) | -10% | -11% | -16%
COc1ccc(-n2c(CCNC(=O)c3ccc(-c4cccc(F)c4)cc3)nnc2SC)cc1 | · | ? | -1%[9.04 µM]
C[C@H](CO)N1C[C@H](C)[C@@H](CN(C)S(C)(=O)=O)Oc2c(NC(=O)Cc3ccccc3)cccc2C1=O | 4% | -24% | -12%
COC(=O)c1ccc2c(=O)n(Cc3ccco3)c(SCC(=O)Nc3ccc(C)c(Cl)c3)nc2c1 | 0% | 21µM* | 10µM*
Cc1cccc2c1-c1sc(C(=O)Nc3ccccc3C(N)=O)cc1CO2 | -5% | ? | -28%

The listing, from the start:
SMILES | KAT2A inh | TDP1 cell noCPT | TDP1 cell CPT
CC(=O)c1cccc([N+](=O)[O-])c1 | -2% | 6% | 3%
CCC(NC(=O)c1ccccc1NC(=O)c1ccco1)C(=O)O (centres undefined) | -10% | -11% | -16%
COc1ccc(-n2c(CCNC(=O)c3ccc(-c4cccc(F)c4)cc3)nnc2SC)cc1 | · | ? | -1%[9.04 µM]
C[C@H](CO)N1C[C@H](C)[C@@H](CN(C)S(C)(=O)=O)Oc2c(NC(=O)Cc3ccccc3)cccc2C1=O | 4% | -24% | -12%
COC(=O)c1ccc2c(=O)n(Cc3ccco3)c(SCC(=O)Nc3ccc(C)c(Cl)c3)nc2c1 | 0% | 21µM* | 10µM*
Cc1cccc2c1-c1sc(C(=O)Nc3ccccc3C(N)=O)cc1CO2 | -5% | ? | -28%
COc1ccc(-n2c(CNC(=O)c3cc(C(F)(F)F)ccc3Cl)nnc2SC)cc1 | · | -16% | 22%
Nc1c(Sc2ccccc2)c(=O)[nH]c(=O)n1Cc1ccccc1 | · | -1% | -3%
O=C(Oc1ccc(Cl)c(Cl)c1)C1=CC=CN2CCS(=O)(=O)N=C12 | -4% | -1% | -24%
CC(SC(=S)N(C)Cc1cccs1)C(=O)O (centres undefined) | -3% | -18% | -13%

Random excerpt: 2 compounds from above.
SMILES | KAT2A inh | TDP1 cell noCPT | TDP1 cell CPT
CC(=O)c1cccc([N+](=O)[O-])c1 | -2% | 6% | 3%
CC(SC(=S)N(C)Cc1cccs1)C(=O)O (centres undefined) | -3% | -18% | -13%

(list continues)
SMILES | KAT2A inh | TDP1 cell noCPT | TDP1 cell CPT
O=C(CN1C(=O)C2(SCC(=O)N2c2ccc(F)c(F)c2)c2ccccc21)Nc1ccccc1F (centres undefined) | 6% | -20% | -12%
C=CC[C@H](CC(=O)NCCO)C(=O)N[C@H](COC(=O)[C@@H](CC=C)Cc1ccc(F)cc1)C(C)(C)C | 0% | 18µM* | ?
CN1CCN(c2ccc([N+](=O)[O-])cc2C(=O)c2ccc(Br)cc2)CC1 | 0% | 5.2µM* | 2.3µM*
CCCCCCNCc1cccc(Br)c1 | -6% | -24% | ?
CCOC(=O)c1ccccc1NC(=O)Cn1cnc2c(cnn2-c2ccccc2)c1=O | 22% | -5% | 2%
O=C(O)c1cccc2c1C(=O)c1cc([N+](=O)[O-])cc([N+](=O)[O-])c1-2 | · | ? | -29%
CCCS(=O)(=O)NC(=O)C1(C)CCN(C(=O)Cc2cccc3ccccc23)C1 (centres undefined) | · | -8% | -4%
CCOc1ccccc1C(=O)N(Cc1cc(OC)c(OC)c(OC)c1)c1ccccn1 | -14% | ? | 18µM*
CCOc1cc(CNc2ccc(O)cc2)ccc1OCc1ccc(Cl)cc1Cl | -15% | 15µM* | 15µM*
CC1=C(C(=O)N(C)C)CC(CC(=O)NCC2CCCCC2)C(=O)N1CCC1=CCCCC1 (centres undefined) | · | ? | ?

Single records (already shown).
Entry for `CN1CCN(c2ccc([N+](=O)[O-])cc2C(=O)c2ccc(Br)cc2)CC1` → KAT2A inh: 0%; TDP1 cell noCPT: 5.2µM*; TDP1 cell CPT: 2.3µM*
Entry for `CCOc1cc(CNc2ccc(O)cc2)ccc1OCc1ccc(Cl)cc1Cl` → KAT2A inh: -15%; TDP1 cell noCPT: 15µM*; TDP1 cell CPT: 15µM*

More compounds follow.
SMILES | KAT2A inh | TDP1 cell noCPT | TDP1 cell CPT
O=C(Cc1cccs1)N1CCN(S(=O)(=O)c2cccc([N+](=O)[O-])c2)CC1 | -2% | 5% | -15%
Cc1ccc(CN2CCNC(=O)C2CC(=O)N(C)C2CCCCC2)o1 (centres undefined) | 15% | -1% | 17%
COc1ccc(OC)c(C2c3[nH]c4ccccc4c3C[C@H]3C(=O)N(CCCOC(C)C)CC(=O)N23)c1 (some centres undefined) | -3% | ? | -29%
CCCc1cnc2c(c1SCC(=O)Nc1ccccc1OCC)c(=O)n(C)c(=O)n2C | -2% | -5% | 2%
CCOc1ccc(NC(=O)c2oc3ccccc3c2NC(=O)Cc2ccc(F)cc2)cc1 | -6% | ? | -6%
Cc1ccc(NC(=O)N(CCCN2CCOCC2)Cc2cc3cc4c(cc3[nH]c2=O)OCO4)cc1 | -19% | ? | 21µM*
COc1ccc(NC(=O)CC2CC3CCC2C3)cc1S(=O)(=O)N1CCOCC1 (centres undefined) | -1% | -24% | -20%
Nc1nonc1C(=O)NCCNCc1cc(Br)ccc1OCc1ccccc1F | -4% | 21µM* | 21µM*
O=[N+]([O-])c1ccc2c(c1)C(=NO)c1cc(Cl)c(Cl)cc1-2 | · | ? | ?
O=C1N/C(=N/S(=O)(=O)c2ccccc2)S/C1=C/c1cccnc1 | -7% | ? | ?
O=C(NC1CC2CCCC(C1)N2C(=O)Nc1ccc(Cl)c(C(F)(F)F)c1)C1CC1 (centres undefined) | -6% | 16µM* | ?
CCOC(=O)CSc1nnc(CNc2ccc(F)cc2)o1 | -3% | -5% | -1%
COc1ccc(CCNC(=O)C2CC(c3cccc([N+](=O)[O-])c3)=NO2)cc1 (centres undefined) | -8% | ? | -19%
COc1ccc(-c2nnc(NC(=O)c3ccc(S(=O)(=O)N4CCc5ccccc5C4)cc3)o2)cc1 | -5% | 4.5µM* | 4.5µM*
Cc1ccc(-n2c(SCC(=O)Nc3cc(C)on3)nc3c(c2=O)SC(C)C3)cc1 (centres undefined) | -10% | ? | -15%
Cc1c(Cl)c([N+](=O)[O-])nn1CC(=O)NC(C)C1CC2CCC1C2 (centres undefined) | 0% | ? | -13%
COc1cc(Cn2ccnc2)c(OC)cc1Cn1ccnc1 | -1% | -2% | -1%
Cc1ccc2c(c1)C(=O)CC(c1ccccc1)S2 (centres undefined) | · | -26% | -29%
CCCCCCNC(=O)O[C@H]1Cn2c(=O)n(CCCCCC)c(=O)n2[C@@H]2CN(S(=O)(=O)c3ccc(C)cc3)C[C@]12O | · | 21µM* | ?
CCC(=O)c1ccc(OCC(=O)Nc2cccc(S(=O)(=O)N3CCCCCC3)c2)cc1 | -13% | 5.2µM* | 7.3µM*
COc1ccc(OC)c(-c2csc(NC(=O)C3=NNC(=O)CC3)n2)c1 | -19% | 13µM* | ?
Nc1nc(SCC(=O)Nc2ccc(Cl)c(S(=O)(=O)N3CCOCC3)c2)n[nH]1 | -3% | 3% | -1%
COC(=O)c1cnc(Oc2c(Cl)cc(N)cc2Cl)cc1C(F)(F)F | -8% | 15µM* | ?
COc1ccc(NC(C)=O)cc1NC(C)C(=O)Nc1ccc(F)cc1 (centres undefined) | -4% | 11% | ?
O=C(CCN1N=C(c2ccccc2)CCC1=O)NC1CCCC1 | -7% | -21% | 19%
CN(C)C(=O)c1ccc(S(=O)(=O)NCc2ccc(Cl)cc2)s1 | 31%[activator] | ? | ?
O=C(Nc1c(-c2ccccc2)nc2sccn12)c1ccccc1 | -16% | ? | ?
Cc1ccc(C(=O)N/C(=C/c2cccs2)C(=O)NCC2CCCO2)cc1 (centres undefined) | -7% | -6% | -3%
Cc1ccc(CS(=O)(=O)CCC(=O)NCc2ccccc2Cl)cc1 | -8% | 11% | -12%
COCCn1c(Cc2ccccc2)nnc1SCC(=O)NC(C)(C)C | -3% | 1% | 14%
COc1cccc2nccc(/C=C/c3ccc(N(C)C)cc3)c12 | · | 13µM* | 32µM*
COc1ccc(-c2sc3ccc(OC)cc3c2-c2ccc(OC)c(F)c2)cc1 | -3% | ? | -13%
O=C(NCc1ccccc1)C1CCN(S(=O)(=O)c2ccc(Cl)cc2)CC1 | -5% | -19% | 17%
O=Cc1ccc(-c2ccc([N+](=O)[O-])cc2Cl)o1 | -3% | ? | ?
Cc1cccc(NC(=O)C2CCCN2C(=O)Oc2ccccc2)c1C (centres undefined) | -3% | ? | ?
CCCCCCn1c(=O)c(C(=O)N/N=C/c2cccc(F)c2)c(O)c2ccccc21 | 2% | 1µM* | 0.92µM*
COc1ccc(CC(=O)Nc2cc(Cl)ccc2C(=O)O)cc1 | -1% | 12% | -10%
CCOC(=O)C1=CC(=O)CC(C)(C)O1 | · | 1% | 14%
O=C1CS/C(=N/N=C2CCCC2)N1 | -5% | 7% | 2%
CCCCNC(=O)/C=C/c1cccs1 | -1% | -2% | -11%
CCOc1ccc(-n2c(SCC(N)=O)nnc2-c2cccnc2)cc1 | 7% | -5% | 0%
CCOC(=O)c1c(S(=O)(=O)NCC(=O)N2CCN(c3ccc(OC)cc3)CC2)c(C)n(C)c1C | -1% | 15% | -3%
Cc1cc(NC(=O)COc2cccc(C)c2C)no1 | -17% | -15% | 7%
O=C(/C=C/c1ccccc1)c1ccc(O)cc1O | -15% | 16µM* | ?
CC(C)c1ccc(NS(=O)(=O)c2ccc3[nH]cc(C(=O)NC4CCCC4)c(=O)c3c2)cc1 | -12% | -18% | 0%
Cc1ccc(S(=O)(=O)N2CCN(C(=O)CC(C)n3nc(C)c(Cl)c3C)CC2)cc1C (centres undefined) | -14% | -21% | ?
CCOc1ccc(/C=C/c2ccc3ccccc3n2)cc1OCC | · | 2.5µM* | 2.8µM*
COCCCN1C(=O)C(=O)/C(=C(/O)c2ccc(S(=O)(=O)N3CCOCC3)cc2)C1c1ccc(F)cc1 (centres undefined) | -7% | 17% | -34%
COc1ccccc1NC(=O)C1=C(C)Nc2ncnn2C1c1ccccc1C (centres undefined) | ? | 10% | 6%
O=C(c1csc(Nc2ccccc2Cl)n1)N1CCCC1 | -27% | ? | -27%

(continued)
SMILES | KAT2A inh | TDP1 cell noCPT | TDP1 cell CPT
CCn1cc(CN2CCc3c([nH]c4ccccc34)C2c2cccc(OC)c2)c(C)n1 (centres undefined) | -19% | -25% | ?
C=CCOc1cccc(C2NC(=O)c3ccccc3O2)c1 (centres undefined) | -2% | -18% | 1%
COc1ccc(S(=O)(=O)NCCSCc2ccco2)cc1C | · | -7% | -19%
COCCCNC(=O)C(=O)Nc1cc2c3c(c1)CCC(=O)N3CCC2 | -5% | 13% | 1%
COc1cc(OC)c(C#N)c(S(=O)(=O)Cc2ccccc2)c1 | 17% | -9% | -2%
COc1cccc(NC(=O)CN(C)C(C)C(=O)Nc2ccc(C#N)cc2)c1 (centres undefined) | -10% | ? | 1%
CCc1ccc(NC(=O)C2CCCN(S(=O)(=O)c3c(C)noc3/C=C/N(C)C)C2)cc1 (centres undefined) | -11% | ? | ?
CCOc1ccc(NC(=O)Cn2c(=O)oc3cc(Cl)ccc32)cc1 | -3% | ? | ?
O=c1oc2ccccc2c(O)c1/C=C1\C=Nc2ccccc21 | -15% | 7.3µM* | 8.2µM*
C=CCNC(=O)c1ccc2nc(-c3ccco3)c(-c3ccco3)nc2c1 | · | 11µM* | 11µM*
CCc1c(C2CC2)ncn1Cc1cccc(-c2ccccc2)c1 | · | 1.8µM* | 1.8µM*
Cc1oc(-c2ccccc2F)nc1CS(=O)CC(=O)NCCN1CCCCC1C (centres undefined) | -7% | 26% | -12%
